IL1B secr inh = blocks inflammasome-driven IL-1 beta release | THP-1 LPS/ATP IL-1B secretion, AlphaLISA, 16 h; active compounds read low | activity change, % at 57.5 µM | 4.7% of 360,000 active | AID 743279; in the data active means activity change below about -50%; inconclusive means mostly about -30% to -49%; further: on the % scale 0 is the no-effect control and ±100 the full control effect
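Secreted IL-1B measured by AlphaLISA bead assay after 16 h compound exposure of THP-1 cells; compounds (final up to 57.5 uM) added 1 h before LPS (250 ng/mL) and ATP (1.25 mM) stimulation; lower signal means less secretion.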
SW480 rerep = induces DNA re-replication in SW480 colon adenocarcinoma cells | Potency, µM (series often up to 46.1 µM), for inactives: top-dose re-replication activation, hits mostly activators | AID 624297 | 1.8% of 340,000 active | SW480 DNA re-replication, Hoechst DNA content imaging, 48 h; further: potency means the concentration at half of the fitted maximal effect; % of control where 0% means no effect; nearly all actives have a fitted effect of over 55% in size
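Treated cells incubate 48 hr (37 C, 5% CO2), are stained 40 min with Hoechst, and nuclear fluorescence is enumerated; a rise in nuclei with high DNA signal marks re-replication.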
S2 tox = reduces viability in counter-screen for ATXN expression inhibitors | S2 cells (HEK-293 line with an ATXN2-luciferase reporter) viability, CellTiter-Fluor protease fluorescence, 24 h | Potency, µM (highest dose often 56.7 µM), actives largely listed as cytotoxic | 0.49% of 400,000 active; further: potency means the concentration at half of the fitted maximal effect; nearly all actives have a fitted effect of over 40% in size
HT1080NT lethal = kills 2HG-producing HT-1080-NT fibrosarcoma cells; Potency, µM (top dose mostly 46.1 µM), for the others: at the top dose activity, negative = less viability, hits mostly cytotoxic; HT-1080-NT fibrosarcoma viability, CellTiter-Glo ATP luminescence, 48 h; 1.6% of 360,000 active;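 further: NT is the 2HG producing partner of a matched IDH1 knockdown line; potency means the concentration at half of the fitted maximal effect; 0% = DMSO-treated cells and -100% = media-only wells without cells; nearly all actives have a fitted effect of over 55% in size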
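HT-1080-NT; 750 cells/well; 5% FBS RPMI; 48 h compound, 37 degrees C; CellTiter-Glo luminescence; curve fitting and curve-class assignment.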
MCF10A rerep = inducers of DNA re-replication in MCF 10A breast cells. MCF 10A DNA re-replication, Hoechst nuclear intensity, 48 h. 2.9% of 350,000 active. AID 624296. Potency, µM (doses to about 46.1 µM), inactives show at the highest dose activity, positive = re-replication, usual class: activators; further: potency means the concentration at half of the fitted maximal effect; % of control where 0% means no effect; nearly all actives have a fitted effect of over 50% in size
KB-3-1 tox = KB-3-1 parental cell cytotoxicity | KB-3-1 viability, CellTiter-Glo ATP luminescence, 72 h | Potency, µM (doses to about 46.1 µM), inactives show top-dose activity change, negative = cytotoxic, usual class: cytotoxic | 1.4% of 400,000 active; further: potency means the concentration at half of the fitted maximal effect; on the % scale 0 is the no-effect control and ±100 the full control effect; nearly all actives have a fitted effect of over 60% in size
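Multi-concentration cytotoxicity screen in KB-3-1 cells grown in DMEM lacking phenol red with 10% FBS. After 72 h at 37 °C with compound, ATP-dependent luminescence was recorded.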
HepG2 viability = kills HepG2 cells in TGF-b inhibitor counter-screen. AID 588856. HepG2 CAGA-GFP viability, ATP luminescence, 18 h. 0.76% of 410,000 active. Potency, µM (titrated, usually from 46.1 µM), for inactives: at the highest dose activity change, negative = cytotoxicity, most hits filed as cytotoxic; further: potency means the concentration at half of the fitted maximal effect; some results filed as inactive show a strong effect at the top dose
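HepG2 CAGA-GFP cells (1000/well, DMEM with 1% FBS) received compound, then TGF-beta at 500 pg/mL final, and were incubated 18 hours at 37 degrees C. Viability was read by CellTiter-Glo luminescence. Media-only wells were set as complete cell-killing and DMSO as no toxicity.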
ATXN2 expr inh = inhibitors of ATXN2 expression | HEK-293 ATXN2-luciferase reporter, luminescence, 24 h | Potency, µM (doses to about 57 µM), without a hit: top-dose activity change, negative = inhibition, most hits filed as inhibitors | 0.72% of 360,000 active | AID 1745845; further: potency means the concentration at half of the fitted maximal effect; on the % scale 0 is the no-effect control and ±100 the full control effect; nearly all actives have a fitted effect of over 55% in size
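ATXN2-luciferase reporter cells (luciferase flanked by upstream and downstream ATXN2 gene portions) were treated 24 h at 37 °C with compounds at up to 57 uM. SteadyGlo luminescence gave expression; GF-AFC fluorescence gave viability.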
HT1080 IDH1KD tx = toxicity to HT-1080 IDH1 knockdown cells (counter line); AID 686971; 2% of 360,000 active; Potency, µM (top dose mostly 46.1 µM), for inactives: top-dose activity, negative = toxicity, actives largely listed as cytotoxic; HT-1080 IDH1 knockdown viability, ATP luminescence, 48 h;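 further: potency means the concentration at half of the fitted maximal effect; 0% = DMSO wells and -100% = cell-free medium wells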
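Luminescent ATP read-out (CellTiter-Glo, 10 min at room temperature) after 48 h compound exposure at 37 °C gave viability of IDH1-knockdown HT-1080 cells. Activity was normalised to DMSO and cell-free wells, then fitted as concentration-response curves.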
* marks the source's active call; other numbers are inactive results; i = inactive; ? = inconclusive; . = not tested or not shown; & = joins results of further samples; [ ] = remark or other dose. Unless noted, the call rests on the fitted dose curve; in most records, active means well fitted curve in the direction sought with a large enough effect; inconclusive means small, poorly fitted or top-dose-only effect, or another doubt; inactive means no such curve, though single readings can be large; an effect the other way counts as inactive or inconclusive. Compounds as they come; 8.9% or so of the library scored in one or more.

SMILES	IL1B secr inh	SW480 rerep	S2 tox	HT1080NT lethal	MCF10A rerep	KB-3-1 tox	HepG2 viability	ATXN2 expr inh	HT1080 IDH1KD tx
Cc1ccccc1NC(=O)Nc1c(C)n(C)n(-c2ccccc2)c1=O	i	-32%[inhibitor]	i	13%	-5%	2%	15%	3%	1%
Cc1cc(=O)oc2cc(NC(=O)CN3C(=O)NC(C)(c4ccccc4)C3=O)ccc12 (configuration not stated)	0	-78%[inhibitor]	i	12%	-23%	-13%	-8%	4%	2%
O=c1[nH]c2cccnc2n1-c1ccc([N+](=O)[O-])cc1	19	1%	i	-3%	0%	1%	-9%	-10%	-6%
CC(=O)NCCC(=O)Nc1nc(-c2c[nH]c3ccccc23)cs1	-4	-11%	i	-18%	2%	-13%	-2%	4%	-13%
COc1ccccc1CNC(=O)C(C)n1c(=O)cc(-c2ccccc2)c2c(C)nn(C)c21 (configuration not stated)	.	.	i	.	.	-9%	-22%	-35%	.
Cc1ccccc1NC(=O)c1cccc(C(F)(F)F)c1	-3	1%	i	12%	-1%	1%	6%	11%	11%
Cc1cc(C(=O)CCC(=O)Nc2ncccc2C)c(C)s1	18	-4%	i	10%	2%	-19%	18%	9%	16%
COc1ccc(CN(C)C(=O)c2cccc(S(=O)(=O)N3CCCc4ccccc43)c2)c(OC)c1OC	-13	-19%	?	-1%	1%	?	-16%	?	-2%
Cc1cc(/C=N/NC(=O)COc2cccc3cccnc23)c(C)n1-c1ccc(O)cc1	9	-2%	?	0%	13%	16%	5%	-4%	-2%
CN(CC(=O)Nc1c(Cl)cccc1Cl)C(=O)Cn1[nH]c(=O)c2ccccc2c1=O	6	4%	i	-14%	0%	-2%	-9%	.	-12%
COc1ccc(CN2C(=O)C(C)Nc3ncnc(N4CCN(c5ccccc5)CC4)c32)cc1 (configuration not stated)	-26&-6	15%	i	-5%&1%	8%	-14%&0%	-12%&-1%	-2%&7%	-4%&3%
CCNC(=O)Nc1cc2nc(C)n(Cc3ccc(Br)cc3)c2nc1C	-5	-4%	i	-2%	-1%	-28%	-22%	3%	-6%[9.24 µM]

Whole records from above. Values in the order: IL1B secr inh	SW480 rerep	S2 tox	HT1080NT lethal	MCF10A rerep	KB-3-1 tox	HepG2 viability	ATXN2 expr inh	HT1080 IDH1KD tx
COc1ccccc1CNC(=O)C(C)n1c(=O)cc(-c2ccccc2)c2c(C)nn(C)c21 (configuration not stated) across the screens: .	.	i	.	.	-9%	-22%	-35%	.
O=c1[nH]c2cccnc2n1-c1ccc([N+](=O)[O-])cc1 across the screens: 19	1%	i	-3%	0%	1%	-9%	-10%	-6%
CC(=O)NCCC(=O)Nc1nc(-c2c[nH]c3ccccc23)cs1 across the screens: -4	-11%	i	-18%	2%	-13%	-2%	4%	-13%

(continued)
SMILES	IL1B secr inh	SW480 rerep	S2 tox	HT1080NT lethal	MCF10A rerep	KB-3-1 tox	HepG2 viability	ATXN2 expr inh	HT1080 IDH1KD tx
O=C1CC(N2C(=O)/C(=C/C=C/c3ccccc3)SC2=S)C(=O)N1c1ccccc1 (configuration not stated)	?	-40%[inhibitor]	i	1%	4.6µM*	-14%	0%	4%	10%
O=C(COc1ccc(Br)cc1)N1CCN(c2ccc([N+](=O)[O-])c(N3CCCCC3)c2)CC1	-20	3%	i	-8%	3%	-3%	-6%	1%	-23%
COc1ccc(C(C(=O)Nc2ccc(F)cc2)N2CCN(CC(=O)N3CCCC3)CC2)cc1 (configuration not stated)	-9	.	.	15%	.	-3%	.	.	-2%
C[C@H]1CN([C@@H](C)CO)C(=O)CCCn2cc(nn2)CO[C@@H]1CN(C)C(=O)Nc1ccc(N2CCN(C)CC2)cc1	4	.	i	-5%	.	-6%	2%	13%	-1%
O=c1[nH]cccc1-c1nc2cc(Cl)ccc2n1Cc1ccccc1	6	-6%	i	-1%	-3%	10%	0%	7%	5%
COc1ccc2c(=O)c(-c3cnn(-c4ccccc4)c3)c(C)oc2c1	-10	18%	i	10%	2%	-4%	-14%	-23%	0%
CCc1c(C)c2ccc(O)c(CN3CCN(c4cc(Cl)ccc4C)CC3)c2oc1=O	.	.	i	.	.	-3%	0%	4%	.
Cc1cccc(OC2CCN(Cc3c(C(=O)N4CCCC4)nc4ccccn34)CC2)c1	3	-19%	i	-7%	3%	1%	-17%	0%	-12%
C=C1C[C@@H]2C[C@@H]2CN(S(=O)(=O)c2ccc(C)cc2)[C@@H]1c1ccco1	44	.	i	7%	.	-18%	.	5%	2%
Cc1c(C)c2c(OCC(=O)NCc3ccco3)cc3c(c2oc1=O)CCC(C)(C)O3	16	0%	i	3%	3%	0%	-2%	-4%	-1%
CC1CCN(C(=O)CCc2ccc(Oc3cc([N+](=O)[O-])cc([N+](=O)[O-])c3)cc2)CC1	-57*	-8%	?	-10%	?	0%	-4%	?	-20%
N#Cc1cn(CCCOc2ccccc2)c2ccccc12	-20	-10%	i	-5%	?	?	5%	-5%	-9%
CCc1ccc(NC(=S)NC(=O)c2c(-c3ccccc3Cl)noc2C)cc1	-51*	-9%	i	-8%	0%	10%	28%	1%	-1%
CC(C)c1ccc(OCc2ccc(C(=O)N3CCN(c4ccccn4)CC3)cc2)cc1	-2	18%	i	?	23µM*	?	-16%	2%	?
CCN(CC)CCCNC(=O)c1cc(-c2ccc(Cl)cc2)on1	-18	1%	i	?	30%	3%	-35%	-11%	?
O=C(c1ccc(Cl)cc1)N1CCN(C(=O)C2CCCCC2)CC1	-14	-2%	i	11%	23%	15%	2%	1%	7%
Cc1onc(-c2c(Cl)cccc2Cl)c1C(=O)N1CCN(c2ccc(F)cc2)CC1	-19	?	i	-4%	?	-1%	3%	-28%	-6%
Cc1ccc(C(C)C)c(OCC(=O)Nn2c(=O)[nH]c3ccccc3c2=O)c1	-27	-2%	i	-6%	0%	0%	-2%	-8%	2%
O=C(O)c1c[nH]ccc1=O	10	-1%	i	5%	3%	11%	-5%	-5%	7%
FC(F)(F)c1cccc(CN2CCN(c3ncccn3)CC2)c1	12	-22%	i	16%	-4%	-2%	-28%	-10%	9%
OC(CNCc1ccccc1)(c1ccc(F)cc1)c1ccc(F)cc1	?	16%	.	-27%	?	-13%	-54%	.	-23%
O=C(O)CP(=O)(c1ccccc1)c1ccccc1	-10	2%	i	10%	0%	6%	2%	0%	5%
COc1ccc(S(=O)(=O)Nc2cccc3c2O[C@@H](CN(C)CC2CC2)[C@@H](C)CN([C@@H](C)CO)C3=O)cc1	29	-2%	i	1%	-1%	4%	-10%	-6%	-4%
CCc1nc2ccc(C(=O)N(CC)CCN(C)C)cn2c1N(C)Cc1ccc(OC)cc1	-24	.	i	-4%	.	0%	4%	2%	-2%
COc1ccc(N(C(=O)C(C)C)S(=O)(=O)c2cccs2)cc1	13	?	i	-28%	?	7%	-10%	-8%	?
CN1CCN(c2ccc(NC(=O)COc3ccccc3Cl)cc2)CC1	?	-1%	i	2%	?	-3%	-34%	-7%	-3%
C=CC1=C(C(=O)O)N2C(=O)[C@@H](NC(=O)/C(=N\OCC(=O)O)c3csc(N)n3)[C@H]2SC1	-2	?	i	7%	1%	0%	-1%	-1%	-2%
O=C1c2ccccc2C(Nc2ccccc2)N1c1ccc(Cl)cn1 (configuration not stated)	30	2%	i	-6%	14%	0%	-25%	27%	6%
CN(C(=O)C1CCOC1)c1nnc(-c2ccncc2)s1 (configuration not stated)	2	23%	i	-7%	4%	-1%	-10%	7%	-1%
O=C1CC(N2CCN(Cc3ccccc3)CC2)C(=O)N1 (configuration not stated)	6	-52%[inhibitor]	i	9%	7%	-1%	-3%	.	5%
CCN(CC)C(=O)C1CCCN(c2ncnc3c2nc2n3CCCCC2)C1 (configuration not stated)	.	.	i	.	.	28%	-6%	2%	.
COCC(=O)Nc1nc(-c2ccccc2)c(C)s1	19	-4%	i	4%	?	-8%	2%	15%	0%
CC(Sc1nnc(-c2ccncc2)n1C)C(=O)Nc1nccs1 (configuration not stated)	-3	-13%	i	11%	-1%	?	-4%	-7%	14%
Cc1cc(CNC(=O)C(C)n2cc([N+](=O)[O-])cn2)c2ccccc2n1 (configuration not stated)	13	7%	i	-28%	?	12%	-8%	-2%	-11%
CCn1c(/C=C/Nc2ccccc2)[n+](CC)c2ccc(C(=O)OCC(F)(F)F)cc21	-98*	-5%	i	-3%	1%	18µM*	-33%	-14%	-10%
O=C(C[C@@H]1C[C@H]2c3cc(NC(=O)c4cccnc4)ccc3O[C@H]2[C@H](CO)O1)NCc1ccc(Oc2ccccc2)cc1	75	.	?	?	.	18µM*	-3%	?	?
CCNC(=O)N1C(CC(=O)OCC)C(=O)NC2CCCCC21 (configuration not stated)	3	-6%	i	12%	-7%	21%	-9%	-3%	17%
O=C(NCc1ccco1)c1ccc(Br)c(S(=O)(=O)N2CCCCC2)c1	-59*	1%	i	?	12%	-18%	-11%	3%	11%[9.24 µM]
Nc1ccc(NC(=O)c2cccc(C(=O)Nc3ccc(N)cc3Cl)c2)c(Cl)c1	0	?	?	?	?	?	3%&-9%	-13%&-21%	16µM*
COc1cccc(/C=N/Nc2ncnc3c2ncn3Cc2ccccc2)c1O	-52*	?	i	-14%	?	?	-35%	?	?
O=C(NC(c1ccccc1)c1cnccn1)C1CCN(CCCOc2ccccc2)CC1 (configuration not stated)	-10	.	i	0%	.	0%	-16%	0%	15%
CC(=O)Oc1cccc(N2C(=O)C3C(C2=O)C2C=CC3C23CC3)c1 (configuration not stated)	0	1%	i	6%	5%	-6%	-16%	5%	8%
CCOc1ccccc1NC(=O)Cn1nnc(C(=O)NCc2ccc(F)cc2)c1N	.	.	i	.	.	19%	-16%	2%	.
CC1CCc2nc(NCCO)nc(C(F)(F)F)c2C1 (configuration not stated)	11	-5%	i	8%	16%	2%	-14%	0%	-19%
CCCCc1ccc(NS(=O)(=O)c2cc3c4c(c2)CC(=O)N4CCC3)cc1	.	.	i	.	.	-30%	-60%	?	.

Source: PubChem (National Center for Advancing Translational Sciences (NCATS))
